# BoNT-F LC inh = BoNT/F light chain protease inhibitors, primary screen, biochemical, flow cytometry, MLPCN library; Botulinum neurotoxin type F light chain protease (Clostridium botulinum); Multiplex microsphere protease cleavage assay; inhibition, % at 10 µM; actives 0.22% (n = 360,000); AID 588497, 2011; in the data active means inhibition above about 35%, passing the limit was not always enough; inconclusive means no clear call, values can overlap the other calls; further: plate controls were buffer without enzyme for full effect and enzyme alone for no effect
# CCHFV vOTU inh = CCHFV vOTU protease inhibitors, primary screen, biochemical, Pep-AMC substrate, fluorescence | Crimean-Congo hemorrhagic fever virus L polyprotein viral ovarian tumor (vOTU) protease … | inhibition, % at 11.5 µM | actives 0.55% (n = 370,000) | AID 651958, 2012; in the data active means inhibition above about 30%; further: 0% = vehicle wells with enzyme and 100% = no enzyme wells
# DUSP3 inh = VHR1 phosphatase inhibitors, primary screen, biochemical, absorbance, uHTS | inhibition, % at 13.3 µM | AID 1654, 2009 | actives 0.52% (n = 290,000) | recombinant VHR phosphatase, pNPP absorbance; in the data active means inhibition above about 50%; further: some compounds called inactive have numbers as strong as hits
# Target sequence (P51452 whole entry, looked up): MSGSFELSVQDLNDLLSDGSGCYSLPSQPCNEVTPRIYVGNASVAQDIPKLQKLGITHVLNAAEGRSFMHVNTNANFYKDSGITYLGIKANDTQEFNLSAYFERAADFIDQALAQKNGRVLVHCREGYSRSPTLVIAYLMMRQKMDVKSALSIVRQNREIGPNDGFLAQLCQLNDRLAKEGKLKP
# SARS 3CLpro inh = SARS-CoV 3CLpro protease inhibitors, primary screen, biochemical, quenched FRET. Replicase polyprotein 1ab (Severe acute respiratory syndrome coronavirus), P0C6X7. recombinant SARS-CoV 3CLpro, quenched FRET peptide cleavage. inhibition, % at 6 µM. actives 0.14% (n = 290,000). AID 1706, 2009; in the data active means inhibition above about 12%
# MazF activator = activators of E. coli MazEF toxin-antitoxin RNase, primary screen, biochemical, fluorescence, uHTS; Endoribonuclease toxin MazF (Escherichia coli (strain K12)), P0AE70; FAM/BHQ RNA-DNA oligo cleavage fluorescence, 5 h; activation, % at 20 µM; actives 0.32% (n = 350,000); AID 504720, 2011; in the data active means activation above about 50%
# Target sequence (P0AE70 whole entry, looked up): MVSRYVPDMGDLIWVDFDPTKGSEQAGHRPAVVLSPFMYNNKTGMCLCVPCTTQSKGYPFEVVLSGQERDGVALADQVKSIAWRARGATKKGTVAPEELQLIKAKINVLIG
# Rv3671c protease = Rv3671c serine protease inhibitors, primary screen, biochemical, fluorescence polarization, M. tuberculosis H37Rv | P9WHR9 | actives 0.048% (n = 320,000) | inhibition, % at 5.96 µM; in the data active means inhibition above about 38%;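 further: extracellular domain of Rv3671c used as enzyme; 0% = enzyme with DMSO and 100% = no enzyme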
# Target sequence (P9WHR9 whole entry, looked up, the tested form may be a part): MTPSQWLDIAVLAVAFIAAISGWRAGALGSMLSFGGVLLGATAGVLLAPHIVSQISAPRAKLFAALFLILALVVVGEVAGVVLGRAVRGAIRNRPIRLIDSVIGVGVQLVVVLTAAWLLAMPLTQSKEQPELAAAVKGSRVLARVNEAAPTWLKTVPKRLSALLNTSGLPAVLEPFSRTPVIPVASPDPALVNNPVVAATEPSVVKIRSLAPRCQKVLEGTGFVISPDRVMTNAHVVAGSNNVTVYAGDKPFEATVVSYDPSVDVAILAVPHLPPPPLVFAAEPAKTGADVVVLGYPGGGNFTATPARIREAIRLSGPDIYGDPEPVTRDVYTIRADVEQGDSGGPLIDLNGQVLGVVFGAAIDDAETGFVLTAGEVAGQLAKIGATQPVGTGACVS
# PrPC surface inh = inhibitors of human cell surface prion protein PrPC, primary screen, cell-based, TR-FRET | AID 720596, 2013 | inhibition, % at 13.8 µM | Major prion protein (Homo sapiens), P04156 | TR-FRET read-out | actives 0.43% (n = 370,000); in the data active means inhibition above about 24%; further: 0% = median of the test wells and 100% = reference compound wells
# Anthrax LF prot = Bacillus anthracis LF protease inhibitors, primary screen, biochemical, multiplex microsphere, MLPCN library. multiplex microsphere protease cleavage assay. inhibition, % at 10 µM. actives 0.12% (n = 360,000). AID 588501, 2011; further: plate controls were buffer without enzyme for full effect and enzyme alone for no effect
# SSB-PriA inh = inhibitors of Klebsiella pneumoniae PriA binding to SSB C-terminal tail, primary screen, biochemical, AlphaScreen; PriA–SSB C-terminal tail interaction (Klebsiella pneumoniae); AlphaScreen SSBct-PriA binding, biotinylated peptide; inhibition, % at 33 µM; actives 0.6% (n = 430,000); AID 1272365, 2023; in the data active means inhibition mostly above about 37%, no sharp cut-off; inactive means mostly below about 20%;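 further: plate controls were negative control peptide for no effect and reference peptide for full effect; strong numbers were not always called active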
# BoNT-A LC inh2 = BoNT/A light chain protease inhibitors, primary screen, biochemical, flow cytometry, MLPCN library. multiplex microsphere protease substrate cleavage. Botulinum neurotoxin type A light chain protease (Clostridium botulinum A str. ATCC 3502). AID 588499, 2011. inhibition, % at 10 µM. actives 0.17% (n = 360,000); further: plate controls were buffer without enzyme for full effect and enzyme alone for no effect
# * marks the source's active call; other numbers are inactive results; u = inconclusive; x = no result given. Unless noted, no stated cut-off is given here; in the data, active means inhibition above about 30%; inconclusive means no clear call, values can overlap the other calls; inactive means below that.
SMILES,BoNT-F LC inh,CCHFV vOTU inh,DUSP3 inh,SARS 3CLpro inh,MazF activator,Rv3671c protease,PrPC surface inh,Anthrax LF prot,SSB-PriA inh,BoNT-A LC inh2
O=P(O)(O)COc1ccccc1O,-2,9,25,4,6,1,-9,1,5,-0.3
O=C(CN1CCOCC1)N1CCc2ccccc2C(c2ccccc2)C1 (centres undefined),8,-11,-9,7,6,-1,-5,2,2,0.5
COc1ccc(C(C(=O)NCC2CCCO2)N(C(=O)CNC(=O)c2cccs2)c2ccc(C)cc2)cc1OC (centres undefined),-3,-7,18,1,7,5,-3,2,-27,0.4
CNC(=O)c1sc(N2N=C3/C(=C\c4ccccc4)CCCC3C2c2ccccc2)nc1C (centres undefined),1,10,x,x,-151,x,-7,0,-5,1.3
CCOC(=O)N(C)c1c(CC)nc2c(OCc3ccc(Cl)cc3)cccn12,-6,-4,x,x,x,x,8,-8,x,-0.5
COc1ccc(S(=O)(=O)N(CC(=O)N2CCN(C)CC2)c2ccccc2)cc1OC,8,-4,0,-4,-4,-2,3,-2,1,-0.3
O=C(CN1C(=O)NC2(CCCCCCC2)C1=O)NCc1ccc(F)cc1,-3,7,x,x,-6,1,-1,2,-29,0.9
COC(=O)[C@@]1(Cc2ccc(OC)cc2)[C@H]2c3cc(C(=O)N(C)C)n(Cc4c(CO)[nH]cc(C)c4=O)c3C[C@H]2CN1C(=O)c1ccccc1,-8,-7,x,x,5,2,-1,-5,2,-1.5
O=C1CSC(=Nc2cccc(Cl)c2Cl)N1Cc1cccnc1,u,3,5,-6,2,-3,9,8,3,u
COc1ccccc1C(=O)NCCC(=O)NCCOc1ccc(C)cc1,-1,10,x,x,9,x,1,-5,x,-0.8
COc1ccccc1OCCSc1nnnn1-c1ccc(C)cc1,6,2,21,x,-14,1,6,-17,-17,-0.3
Cc1ccc(P(=O)(CC(=O)O)c2ccc(C)cc2)cc1,-7,-9,18,1,1,4,3,-3,-3,-3.0
COCCCNC(=O)c1ccccc1N(Cc1ccccc1)S(=O)(=O)c1ccc(OC)cc1,-22,-14,16,0,-3,8,8,10,3,-3.7
C=CCN(c1ccccc1Cl)S(=O)(=O)c1cccc(C(=O)NCCc2ccc(OC)cc2)c1,1,22,11,4,3,-4,10,0,-1,1.0
CCCCn1c(O)c(N=Nc2ccccc2O)c2ccccc21,-6,8,x,x,101*,13,-2,3,13,-0.5
CC1CCN(C(=O)c2[nH]cnc2C(=O)N(C)Cc2ccccc2)CC1,15,-10,x,x,2,4,1,0,-4,0.2
Cc1ccc(C)c(Nc2nc3ccccc3n3cnnc23)c1,u,-8,32,-3,16,-5,2,-2,-6,-8.3
CCCN(C(=O)c1cn(-c2ccccc2)nc1-c1ccc(OC)cc1)C1CCS(=O)(=O)C1 (centres undefined),-9,-8,x,x,-3,1,-12,1,-14,-3.9
CCn1c(SCC(N)=O)nc2sc3c(c2c1=O)CCCC3,0,-1,-23,-2,-1,-4,24,-1,-7,-0.7
CC(C)C1C(C#N)=C(N)Oc2n[nH]c(-c3ccccc3)c21 (centres undefined),2,17,0,2,8,-8,5,-1,0,-0.2
Cc1csc2c(=O)n3c(nc12)CCCCC3,1,-2,27,-2,-4,7,0,-2,-15,-0.3
O=C(c1cccc(S(=O)(=O)Nc2ccc(F)cc2)c1)N1CCOCC1,-2,-8,x,x,7,5,-1,2,-3,1.0
COc1cc(OC)cc(-c2c(C#Cc3ccsc3)c3cc(-c4ccc5c(c4)OCO5)ccc3n2C)c1,-6,1,x,x,-13,-2,2,-11,-15,0.3
CCOc1ccc(S(=O)(=O)Nc2ccc(C(=O)NCC(c3ccc(OC)cc3)N3CCOCC3)cc2)cc1 (centres undefined),1,1,x,x,-1,-8,-11,-12,-9,-0.1
Cc1ccc(CNC(=O)c2nn(C)c(C)c2[N+](=O)[O-])cc1,-15,5,-2,-3,1,0,2,1,0,-0.9
COc1ccc(Cl)cc1NC(=O)Nc1ccc(C(=O)N2CCOCC2)cc1,-10,9,26,-1,6,-5,9,1,17,-2.4
Cc1c(NC(=O)C2CCN(S(=O)(=O)c3ccc(Cl)cc3)CC2)c(=O)n(-c2ccccc2)n1C,1,-10,27,1,7,-2,4,0,-4,-0.3
O=C(CCN1C(=O)/C(=C/c2ccccc2Cl)SC1=S)Nc1cccnc1,9,-2,18,2,3,-14,3,0,-1,0.5
CCOc1ccc(NC(=O)CSc2nnnn2CC(=O)O)cc1,6,-6,0,1,5,-9,1,1,-12,-0.2
CC1CN(c2ccc([N+](=O)[O-])c(NCCOc3ccccc3)c2)CC(C)N1 (centres undefined),-36,-3,52*,-9,26,1,-17,5,15,-2.2

# 16 entries already listed, sorted by number of heavy atoms, smallest number first:
SMILES,BoNT-F LC inh,CCHFV vOTU inh,DUSP3 inh,SARS 3CLpro inh,MazF activator,Rv3671c protease,PrPC surface inh,Anthrax LF prot,SSB-PriA inh,BoNT-A LC inh2
O=P(O)(O)COc1ccccc1O,-2,9,25,4,6,1,-9,1,5,-0.3
Cc1csc2c(=O)n3c(nc12)CCCCC3,1,-2,27,-2,-4,7,0,-2,-15,-0.3
Cc1ccc(CNC(=O)c2nn(C)c(C)c2[N+](=O)[O-])cc1,-15,5,-2,-3,1,0,2,1,0,-0.9
Cc1ccc(C)c(Nc2nc3ccccc3n3cnnc23)c1,u,-8,32,-3,16,-5,2,-2,-6,-8.3
CCOc1ccc(NC(=O)CSc2nnnn2CC(=O)O)cc1,6,-6,0,1,5,-9,1,1,-12,-0.2
COc1ccccc1OCCSc1nnnn1-c1ccc(C)cc1,6,2,21,x,-14,1,6,-17,-17,-0.3
O=C(c1cccc(S(=O)(=O)Nc2ccc(F)cc2)c1)N1CCOCC1,-2,-8,x,x,7,5,-1,2,-3,1.0
O=C(CCN1C(=O)/C(=C/c2ccccc2Cl)SC1=S)Nc1cccnc1,9,-2,18,2,3,-14,3,0,-1,0.5
COc1ccc(Cl)cc1NC(=O)Nc1ccc(C(=O)N2CCOCC2)cc1,-10,9,26,-1,6,-5,9,1,17,-2.4
COc1ccc(S(=O)(=O)N(CC(=O)N2CCN(C)CC2)c2ccccc2)cc1OC,8,-4,0,-4,-4,-2,3,-2,1,-0.3
CNC(=O)c1sc(N2N=C3/C(=C\c4ccccc4)CCCC3C2c2ccccc2)nc1C (centres undefined),1,10,x,x,-151,x,-7,0,-5,1.3
COCCCNC(=O)c1ccccc1N(Cc1ccccc1)S(=O)(=O)c1ccc(OC)cc1,-22,-14,16,0,-3,8,8,10,3,-3.7
COc1cc(OC)cc(-c2c(C#Cc3ccsc3)c3cc(-c4ccc5c(c4)OCO5)ccc3n2C)c1,-6,1,x,x,-13,-2,2,-11,-15,0.3
CCOc1ccc(S(=O)(=O)Nc2ccc(C(=O)NCC(c3ccc(OC)cc3)N3CCOCC3)cc2)cc1 (centres undefined),1,1,x,x,-1,-8,-11,-12,-9,-0.1
COc1ccc(C(C(=O)NCC2CCCO2)N(C(=O)CNC(=O)c2cccs2)c2ccc(C)cc2)cc1OC (centres undefined),-3,-7,18,1,7,5,-3,2,-27,0.4
COC(=O)[C@@]1(Cc2ccc(OC)cc2)[C@H]2c3cc(C(=O)N(C)C)n(Cc4c(CO)[nH]cc(C)c4=O)c3C[C@H]2CN1C(=O)c1ccccc1,-8,-7,x,x,5,2,-1,-5,2,-1.5

# Continued.
SMILES,BoNT-F LC inh,CCHFV vOTU inh,DUSP3 inh,SARS 3CLpro inh,MazF activator,Rv3671c protease,PrPC surface inh,Anthrax LF prot,SSB-PriA inh,BoNT-A LC inh2
O=C(Nc1ccc(C2=CN(Cc3ccccc3)CCC2=O)cc1)OCc1ccccc1,0,-4,x,x,0,-3,-4,1,12,-0.4
COc1ccc(C(C)(C)C)cc1NC(=O)c1ccc[n+]([O-])c1,19,8,10,0,10,5,0,-5,2,1.6
CC1(C)CC(NC(=O)COc2ccc3ccc(=O)oc3c2)CC(C)(C)N1,-5,-7,1,-7,11,-2,-8,3,-2,-0.8
COc1ccc(NC(=O)NCc2ccccn2)cc1,-6,9,0,4,2,-1,1,2,-17,-0.1
CCN(CC)CCCNc1oc(-c2ccccc2[N+](=O)[O-])nc1C#N,-5,-1,83,0,4,-6,6,-14,-12,-0.8
COc1ccc2ccccc2c1CN1CCN(C(=O)c2ccccc2)CC1,2,9,1,-12,7,5,9,-3,9,-0.7
Clc1cccc(CSc2nnc(-c3ccccn3)n2Cc2ccco2)c1,-3,7,18,3,-4,1,-6,-4,20,-1.5
CC(C)CN(C(=O)Cn1c(Cl)nc2c1c(=O)n(C)c(=O)n2C)C1CCS(=O)(=O)C1 (centres undefined),4,-11,x,x,3,4,1,-7,10,-5.0
CCN1C(=O)[C@H]2[C@@H](c3ccc(OC)cc3)N[C@]3(CCCN(Cc4ccc(C)cc4)C3=O)[C@H]2C1=O,-8,-5,x,x,4,x,-6,3,x,-0.8
O=C(c1cccc(Cl)c1)N(Cc1ccco1)C1CCS(=O)(=O)C1 (centres undefined),0,-5,13,-1,-6,-1,2,-8,4,-1.0
COc1ccc(-c2cc(-c3nnc(-c4ccncc4)o3)c3ccccc3n2)cc1,0,6,-7,4,5,-14,-2,0,-20,3.8
COc1ccc(-c2cccc(C(=O)NCC(=O)O)c2)cc1,4,-7,14,4,-13,3,-8,-1,6,0.0
Cc1c(/C(O)=C2/C(=O)C(=O)N(CCN3CCOCC3)C2c2cccs2)cnn1-c1ccccc1 (centres undefined),5,6,9,0,2,4,0,0,x,0.4
CC(C)NC(=O)CN(CCc1ccccc1)S(C)(=O)=O,-4,14,6,2,1,10,-3,0,-6,0.0
CCOc1ccc(NC(=O)CCCCCN2C(=O)[C@@H]3Cc4ccccc4CN3C2=O)cc1,6,14,47,1,3,6,7,0,4,0.4
CCOc1ccc(C(=O)NCCc2ccccc2)cc1,3,-10,19,1,-1,0,-4,-3,-8,0.5
CCOC(=O)c1[nH]c(C)c(C(=O)OCC(=O)N(C)C2CCS(=O)(=O)C2)c1C (centres undefined),0,-9,10,-2,2,-4,7,-5,-12,-0.1
CC(OC(=O)CCN1C(=O)C2CC=CCC2C1=O)C(=O)c1ccc(F)cc1 (centres undefined),-2,-2,x,x,5,-5,10,-5,1,-0.3
CCOc1ccc(NC(=O)c2ccccc2CO)cc1,-7,11,6,1,-3,13,-1,-3,4,-0.3
Cc1cc(/C=C(/C#N)C(=O)Nc2ccccc2)c(C)n1-c1cccnc1,-5,13,17,3,-2,0,-8,-3,16,-1.0
O=C(CCS(=O)(=O)c1ccc(F)cc1)Nc1nc(-c2ccncc2)cs1,0,3,4,-1,9,-9,2,4,-5,-0.4
O=C1C(=O)N2C(=C1C(=O)N1CCCCCC1)c1ccccc1CC21CCCC1,3,-3,19,-1,-2,4,1,-2,6,0.1
CC1CCc2c(sc(/N=C/c3ccco3)c2C(N)=O)C1 (centres undefined),u,-13,17,-2,6,-8,6,6,x,-4.1
COc1ccc(C(=O)C2CCCN(Cc3ccc(C)s3)C2)c(OC)c1 (centres undefined),2,-4,12,7,-4,5,0,-7,-2,-0.1

# High-throughput results from PubChem BioAssay.

# The list is partial. The share of hits here may be higher or lower than overall.
